Screens deposited in PubChem by several laboratories.
PHOSPHO1 inh: PubChem AID 1565; Phosphoethanolamine/phosphocholine phosphatase (Homo sapiens), Q8TCT1; recombinant PHOSPHO1, absorbance phosphatase assay; inhibition, % at 13.3 µM; 290,000 tested, 1.1% active; in the data active = inhibition above about 60%
Target sequence (Q8TCT1 whole entry, looked up): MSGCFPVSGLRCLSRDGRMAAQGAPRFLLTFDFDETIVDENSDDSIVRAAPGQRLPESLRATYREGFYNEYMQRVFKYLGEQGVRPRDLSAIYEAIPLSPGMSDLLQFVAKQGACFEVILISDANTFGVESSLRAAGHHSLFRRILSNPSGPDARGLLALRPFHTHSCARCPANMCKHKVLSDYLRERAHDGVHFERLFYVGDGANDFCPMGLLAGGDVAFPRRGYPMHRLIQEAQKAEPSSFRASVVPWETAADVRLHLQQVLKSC
MEKK2wt PB1 HTS: modulators of MEK5 binding to wildtype MEKK2, primary screen, biochemical, multiplex bead flow cytometry, Alexa488-MEK5 | Alexa488-MEK5 binding to MEKK2 WT; actives lie on both sides | binding response (% of control), % at 10 µM | 290,000 tested, 1.1% active | AID 1531, 2009; in the data active = binding response below about 67% or above about 130%
OXTR agonist: human OXTR agonists, primary screen, fluorescence, CHO-OTR cells, Fluo-8 calcium; Fluo-8 calcium fluorescence; normalized: DMSO 0%, oxytocin 100%; activation, % at 3 µM; 320,000 tested, 0.32% active; AID 2435, 2010;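 active = activation above the mean of all tested compounds plus 3 SD, cutoff set per screening run, cut at about 20% in these data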;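 also: peak over basal fluorescence ratio from a 100 s FLIPR kinetic read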
Target sequence (P30559 whole entry, looked up): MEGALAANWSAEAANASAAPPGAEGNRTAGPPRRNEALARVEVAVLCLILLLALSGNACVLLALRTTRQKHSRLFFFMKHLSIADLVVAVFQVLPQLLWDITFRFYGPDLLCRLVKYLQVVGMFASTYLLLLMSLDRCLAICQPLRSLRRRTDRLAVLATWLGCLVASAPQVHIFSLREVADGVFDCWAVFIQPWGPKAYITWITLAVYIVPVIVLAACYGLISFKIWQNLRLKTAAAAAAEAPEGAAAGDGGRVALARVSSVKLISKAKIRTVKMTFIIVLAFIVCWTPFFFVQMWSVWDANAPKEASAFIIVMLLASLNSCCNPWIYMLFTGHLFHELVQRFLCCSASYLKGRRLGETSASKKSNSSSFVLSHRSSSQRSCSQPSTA
MEKK3 PB1 HTS: modulators of MEKK3-MEK5 PB1 binding, primary screen, biochemical, wildtype MEKK3, multiplex bead flow cytometry, Alexa488-MEK5; binding response (% of control), % at 10 µM; 290,000 tested, 1.4% active; bead-based flow cytometry, Alexa488-MEK5 binding to MEKK3; actives lie on both sides; 0 = blocked by unlabeled MEK5, 100 = vehicle;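 active = binding response more than 3 SD above or below the average of its plate-row segment, actives on both sides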;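 also: Alexa488 bead fluorescence after subtracting the streptavidin-only scavenger bead signal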
NALP1 inh: NALP1 inflammasome inhibitors in reconstituted yeast, colorimetric, S. cerevisiae, triplicate retest; 280,000 tested, 0.61% active; inhibition, % at 10 µM; S. cerevisiae NALP1/ASC/caspase-1 growth, X-gal OD620, 72 h; AID 2071, 2009; in the data active = inhibition mostly above about 24%, no sharp cut-off; inactive = mostly below about 32%; also: some compounds called inactive have numbers as strong as hits
GPR7 antagonist: GPR7 receptor antagonists, primary screen, cell-based, fluorescence, single concentration; GPR7-expressing cells, fluorescence antagonist assay; 290,000 tested, 1.1% active; inhibition, % at 4.4 µM; Neuropeptides B/W receptor type 1 (Homo sapiens), P48145; in the data active = inhibition above about 16%, passing the limit was not always enough;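 also: cells stimulated with the agonist NPW; 0% = agonist with vehicle and 100% = vehicle without agonist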
Target sequence (P48145 whole entry, looked up): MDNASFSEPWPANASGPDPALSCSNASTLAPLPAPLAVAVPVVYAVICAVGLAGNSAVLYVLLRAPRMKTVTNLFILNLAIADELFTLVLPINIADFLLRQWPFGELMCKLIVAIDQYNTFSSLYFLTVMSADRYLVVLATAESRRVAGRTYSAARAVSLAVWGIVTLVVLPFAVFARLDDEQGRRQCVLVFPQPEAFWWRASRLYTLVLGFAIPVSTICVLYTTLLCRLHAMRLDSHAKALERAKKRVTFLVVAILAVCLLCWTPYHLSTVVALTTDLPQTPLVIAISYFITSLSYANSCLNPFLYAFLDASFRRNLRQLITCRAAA
V1R ag counter: agonists of human V1a receptor, primary screen, counter-screen for OXTR agonist project, fluorescence, CHO-V1R cells; Vasopressin V1a receptor (Homo sapiens), P37288; Fluo-8 calcium fluorescence, agonist mode; 0% DMSO, 100% 3 nM vasopressin; activation, % at 3 µM; 320,000 tested, 0.25% active; AID 2797, 2010;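 active = activation above the mean activation of all tested compounds plus 3 SD, per screening run, cut at about 20% in these data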;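 also: signal is peak over basal fluorescence ratio across a 100 second FLIPR read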
GalR3 antag: GalR3 antagonists in HEK293 cells, primary screen, cell-based, fluorescence readout | HEK293 GalR3-CNG cAMP membrane potential fluorescence; galR3 body fused to GalR1 C-terminus | inhibition, % at 3 µM | 360,000 tested, 0.44% active | AID 651719, 2012;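 active = inhibition above the screen-wide average plus 3 SD, cut at about 13% in these data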;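 also: forskolin and galanin both at EC90 stimulate the cells; cAMP rise reported by CNG channel membrane potential dye signal; 0% = forskolin plus galanin with DMSO and 100% = forskolin alone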
MEKK2mut PB1 HTS: MEK5 binding signal on mutant MEKK2 PB1, primary screen, biochemical, multiplex bead flow cytometry, Alexa488-MEK5; Alexa488-MEK5 binding to MEKK2 mutant; percent response, % at 10 µM; 290,000 tested, 0.35% active; AID 1530, 2009; in the data active = percent response above about 24%, passing the limit was not always enough; also: inactives centre near 1; some results filed as inactive read as strong as hits; reference of the scale not given here
Active calls of the source: *; · = not tested or not shown.

SMILES	PHOSPHO1 inh	MEKK2wt PB1 HTS	OXTR agonist	MEKK3 PB1 HTS	NALP1 inh	GPR7 antagonist	V1R ag counter	GalR3 antag	MEKK2mut PB1 HTS
CCCC[C@@H](CN[C@H](C)CNC)NCC1CCC(C(C)(C)C)CC1 (some centres not stated)	36	131	0.8	108	-4	26	1.0	-6	2
COc1ccc(CN2CCCC(C(=O)N3CCCC3)C2)c(OC)c1 (configuration not stated)	33	98	-0.3	103	30	4	0.9	-4	0
Cc1ccc(N2CC(C(=O)Nc3c4c(nn3C(C)(C)C)CS(=O)(=O)C4)CC2=O)cc1 (configuration not stated)	32	101	-0.6	101	-6	-4	-1.0	-1	4
CC(c1ccc(C(C)(C)C)cc1)S(=O)CC(O)CO (configuration not stated)	9	97	1.3	96	32	-4	0.2	4	-3
CC(=O)Nc1ccc(NS(=O)(=O)c2cccc3ccccc23)cc1	15	88	6.2	90	26	-18	2.8	-7	-4
O=C(Nc1ccc([N+](=O)[O-])cn1)c1ccc2c(c1)OCO2	-5	91	-0.5	96	-8	-8	-1.0	-3	-4
COc1ccc(NC(=O)CCCC(=O)c2ccccc2)c(OC)c1	·	100	-1.4	99	2	6	-0.4	-3	1
COc1ccc(C2=NN(c3ccccc3)C(=O)/C2=C\c2ccc(O)c(OC)c2)cc1	16	105	3.5	120	6	30*	3.8	-2	-2
COc1ccnc(Oc2ccc3ccccc3c2)c1C#N	47	·	-0.8	·	-10	0	-0.3	-9	·
O=C1NC(=O)c2cc(NC(=O)C3CCCO3)ccc21 (configuration not stated)	5	95	-0.3	95	-1	-8	0.1	-5	3
CC1CCN(C(=O)COc2ccc3ccccc3c2Br)CC1	25	108	-0.9	103	8	-9	-0.6	-3	6
Cc1ccc(NC(=O)NC2CCCCC2)c(C)c1	2	100	-0.4	102	17	-4	-0.7	-2	-1
CCOc1ccc(CCNC(=O)C(CCC(N)=O)NC(=O)OCc2ccccc2)cc1OCC (configuration not stated)	39	97	-1.4	99	-2	-7	-0.9	6	-1
O=C1NC[C@H](Cc2ccccc2)N(CCc2cccc(F)c2)C1=O	20	94	-0.2	89	·	·	-0.5	1	-7
Cc1ccc(Nc2cc(C)c3c(O)cccc3n2)cc1C	13	127	12	102	·	6	7.8	1	8
CC1CN(CCCCOc2ccc(Cl)c3ccccc23)CC(C)O1 (configuration not stated)	·	162*	-1.5	113	-31	1	1.0	-4	10
CCCCc1cc(=O)oc2cc(C)cc(OCC(=O)N3CCC(C(=O)O)CC3)c12	19	100	-0.5	98	13	-5	-0.2	-6	-1
Cc1cc(C)c(NC(=O)Cn2cnc3c(oc4ccccc43)c2=O)c(C)c1	-4	99	1.1	99	0	-3	0.6	-3	-2
O=C(NCCNC(=O)c1ccc([N+](=O)[O-])cc1)c1ccncc1	-3	87	0.6	100	-2	-8	-0.2	3	-8
COc1ccc(-c2csc(NC(=O)c3ccccc3NS(=O)(=O)c3ccc(F)c(F)c3)n2)cc1	43	82	15	103	-24	69*	10	92*	-6
Cc1n[nH]c(=S)n1/N=C/c1c(O)ccc2ccccc12	-144	105	0.3	107	-10	-4	0.9	-8	1
OCCN1CCN(CC#CCn2c3ccccc3c3ccccc32)CC1	-14	108	8.0	100	4	4	3.2	-6	1
O=C(NCc1cc([N+](=O)[O-])ccc1O)c1cccnc1Sc1ccc(Cl)cc1	30	108	9.2	105	8	-6	16	-3	14
COc1ccc(/C=C(\C#N)c2c[nH]c3ccccc23)cc1	28	105	-1.3	104	12	17	1.1	-7	-3
COc1ccc(OC)c(/C=C/C(=O)N(C)CC(=O)Nc2ccc(C)cc2)c1	-9	100	-2.2	100	31	-4	-0.2	4	-1
SMILES	PHOSPHO1 inh	MEKK2wt PB1 HTS	OXTR agonist	MEKK3 PB1 HTS	NALP1 inh	GPR7 antagonist	V1R ag counter	GalR3 antag	MEKK2mut PB1 HTS
COc1ccc(/C=C/C(=O)Oc2cccc(/C=N/NC(=O)COc3c(C)cccc3C)c2)cc1	24	86	0.7	85	6	-9	1.2	-2	-8
COc1ccccc1NC(=O)Nc1ccc2c(c1)CCC2	23	102	-1.4	100	15	-14	-0.8	10	3
O=C(COc1ccccc1O)NNc1ccccc1	-9	105	1.1	103	·	-1	0.9	0	0
CCc1ccc(C(=O)CSC2=C(C#N)C(c3ccco3)C(C(C)=O)=C(C)N2)cc1 (configuration not stated)	-68	80	-1.2	78	-6	-10	-0.4	·	-12
CCOC(=O)c1cc(NC(=O)C2C3CCC(O3)C2C(=O)O)cc(C(=O)OCC)c1 (configuration not stated)	16	101	-0.9	101	12	17	-0.5	-7	5
Cc1nnc(SCC(=O)Nc2sc3c(c2C#N)CCCC3)[nH]c1=O	-1	104	-0.5	104	-10	-8	-0.9	0	12
COc1ccc(C)cc1COC(=O)c1[nH]c(C)c(C(C)=O)c1C	37	92	2.7	100	0	-14	4.0	-8	-2
COc1ccc(NC(=O)CCCC(=O)NCCc2ccc(OC)c(OC)c2)cc1	4	98	-1.0	101	-2	-8	0.0	-11	4
CC(C)CC(NC(=O)C(NC(=O)OC(C)(C)C)C(C)C)C(=O)N1CCCC1C(N)=O (configuration not stated)	-36	104	0.2	103	1	13	1.0	-4	8
O=S(=O)(NC1CC1)c1ccc(Cl)cc1	14	102	0.0	102	5	-9	0.2	-2	3
COCCCn1c(=O)c2sccc2n2c(CCCC(=O)NCc3ccc(F)cc3)nnc12	43	96	-1.2	97	0	-1	1.4	1	-6
CC(C)=C(NC(=O)c1ccccc1)C(=O)NCc1ccccc1	-5	95	-0.8	98	-8	-14	-1.0	-6	-5
COc1ccc(C2=C(C=Nc3c(C)n(C)n(-c4ccccc4)c3=O)C(c3ccccc3C)c3ccccc3O2)cc1OC (configuration not stated)	3	99	-0.6	102	14	-10	-0.8	-5	3
COC(=O)c1cccc(C(=O)N2CCC(CO)(Cc3ccccc3Cl)CC2)c1	31	99	5.7	104	3	18	7.3	-1	-2
COc1cccc(/C=N/n2c(-c3cc(C)[nH]n3)n[nH]c2=S)c1OC	-57	99	-0.3	95	-70	-6	0.3	-7	-5
CCOc1ccc(OCC(O)CNC2CCN(Cc3ccccc3)CC2)cc1 (configuration not stated)	-4	128	6.2	105	20	2	6.3	-6	23
CCOC(=O)C(Cc1c[nH]c2ccccc12)NC(=O)CNC(C)=O (configuration not stated)	13	95	1.1	99	9	-4	-0.4	-3	-4
CCC(C)(C)n1nnnc1C(c1ccc(OC)c(OC)c1)N1CCN(c2cccc(OC)c2)CC1 (configuration not stated)	14	97	-2.8	98	9	4	-1.2	-2	3
O=C(C1CCN(S(=O)(=O)N2CCOCC2)CC1)N1CCN(Cc2ccccc2)CC1	40	103	0.1	106	-6	-7	-0.1	-3	4
CCOC(=O)c1c(S(=O)(=O)NCC(=O)Nc2cc(C)ccc2OC)c(C)n(C)c1C	41	98	-2.0	96	28	-3	-0.6	0	-5
COc1cccc(CN2CCCC(CNC(=O)c3ccc(F)cc3)C2)c1OC (configuration not stated)	22	98	-1.3	101	11	-1	1.1	-6	-9
CC(=O)c1ccc(C(=O)N2CCCC(C(=O)c3cc(F)ccc3F)C2)s1 (configuration not stated)	27	94	-0.1	112	1	0	0.4	6	-5
COc1ccccc1C(=O)O/N=C(\c1ccccc1)c1ccncc1	20	99	-2.4	103	4	-17	-1.5	-1	-3
O=C(c1ccc(Cl)cc1)N1CCC(O)(CSc2ccc(Cl)cc2)CC1	15	108	5.3	105	6	10	7.1	-6	10
COC(=O)c1ccc(COc2ccccc2[N+](=O)[O-])o1	-14	111	-2.2	124	39	-8	-0.1	-6	1

Filtered by structure: the entries above containing a COOH group
SMILES	PHOSPHO1 inh	MEKK2wt PB1 HTS	OXTR agonist	MEKK3 PB1 HTS	NALP1 inh	GPR7 antagonist	V1R ag counter	GalR3 antag	MEKK2mut PB1 HTS
CCCCc1cc(=O)oc2cc(C)cc(OCC(=O)N3CCC(C(=O)O)CC3)c12	19	100	-0.5	98	13	-5	-0.2	-6	-1
CCOC(=O)c1cc(NC(=O)C2C3CCC(O3)C2C(=O)O)cc(C(=O)OCC)c1 (configuration not stated)	16	101	-0.9	101	12	17	-0.5	-7	5

Further results
SMILES	PHOSPHO1 inh	MEKK2wt PB1 HTS	OXTR agonist	MEKK3 PB1 HTS	NALP1 inh	GPR7 antagonist	V1R ag counter	GalR3 antag	MEKK2mut PB1 HTS
CN(C)c1ccnc(Nc2ccc(O)cc2)c1C#N	56	93	0.8	96	19	1	0.8	1	-3
CN(CCOc1ccc(Cl)c(Cl)c1)Cc1ccccc1	8	116	-0.5	107	24	-7	1.4	-4	2
CCOC(=O)C1=C(Nc2ccccc2)OCC1=O	9	91	-0.2	100	17	-8	-0.8	-1	-4
O=[N+]([O-])c1nn(-c2cccc(Cl)c2)n(O)c1=NCc1cccnc1	1	104	-0.5	101	30	0	-0.5	-3	13
CC(=O)Nc1ccc(N2CCN(c3ccc(F)cc3)CC2)cc1	2	108	0.9	107	7	-3	1.4	-6	11
CN(CCc1cn[nH]c1)Cc1nc(C(c2ccccc2)c2ccccc2)no1	-1	97	-1.4	100	10	-4	0.2	-2	-4
Cc1ccccc1CNC(=O)c1ccccc1	-7	99	0.8	96	-7	-16	1.0	-3	0
O=C(Cn1cc2c(n1)CCCC2)N1CCOCC1	-15	95	0.7	100	17	-2	-0.3	0	0
COCCOc1cc(COC)nc(-c2cccc(C)c2)n1	-12	99	-0.3	106	6	-11	0.1	-3	3
CCOC(=O)c1ccc(CNC(=O)Cn2nnc(-c3ccccc3F)n2)o1	24	103	-0.8	103	0	-16	0.8	-2	7
COc1cccc(N2CCN(C(=O)c3cccnc3)CC2)c1	-11	101	-0.2	96	-11	-7	0.5	·	10
O=C(Nc1n[nH]c(C2CCCCC2)n1)C1CCCCC1	10	104	-0.7	104	5	-4	0.0	-2	2
O=c1[nH]c(-c2cccnc2)nc2ccccc12	21	104	0.2	102	29	-11	0.6	-3	4
COc1ccc(-c2noc(CNC(=O)c3ccc4c(c3)OCO4)n2)cc1OC	22	101	1.9	101	-7	0	1.3	-8	6
COc1ccc(-n2nc([N+](=O)[O-])c(=NCc3cccnc3)n2O)cc1	-9	97	-1.8	95	-27	3	0.6	-4	-2
O=C1COc2ccc(C(=O)c3ccccc3C(=O)NCc3ccccc3)cc2N1	8	99	0.8	101	-10	3	-0.5	0	2
CC(=O)N1c2ccc(S(=O)(=O)N3CCCCC3)cc2CC1C(=O)Nc1ccccc1C(F)(F)F (configuration not stated)	28	105	0.1	100	-3	-2	-1.2	-8	7
NC(=O)[C@@H]1CCOc2c(I)cc([N+](=O)[O-])cc2C(=O)N[C@@H](CO)C(=O)NCC(=O)N1	6	101	-1.1	105	24	2	0.1	-3	-3
COc1ccc2cc3cc(C(=O)Nc4cc(OC)c(OC)c(OC)c4)oc3nc2c1	16	98	-2.0	93	2	1	-1.6	-5	1
CCn1c(SCC(=O)Nc2nnc(C)s2)nnc1-c1ccco1	14	98	0.8	104	16	-4	-0.4	-8	0
COC(=O)CSc1ccc(C#N)c(SCC(=O)OC)c1	50	99	-1.4	98	26	10	0.3	-10	0
